Screens deposited in PubChem BioAssay by Broad Institute.
TcdB inh = TcdB glycohydrolase inhibition; TcdB glycohydrolase enzymatic assay, plate reader; AID 652162; inhibition, % at 9.99 µM; hit rate 0.24% among 350,000; in the data active = inhibition above about 10%
Target sequence (P18177 whole entry, looked up): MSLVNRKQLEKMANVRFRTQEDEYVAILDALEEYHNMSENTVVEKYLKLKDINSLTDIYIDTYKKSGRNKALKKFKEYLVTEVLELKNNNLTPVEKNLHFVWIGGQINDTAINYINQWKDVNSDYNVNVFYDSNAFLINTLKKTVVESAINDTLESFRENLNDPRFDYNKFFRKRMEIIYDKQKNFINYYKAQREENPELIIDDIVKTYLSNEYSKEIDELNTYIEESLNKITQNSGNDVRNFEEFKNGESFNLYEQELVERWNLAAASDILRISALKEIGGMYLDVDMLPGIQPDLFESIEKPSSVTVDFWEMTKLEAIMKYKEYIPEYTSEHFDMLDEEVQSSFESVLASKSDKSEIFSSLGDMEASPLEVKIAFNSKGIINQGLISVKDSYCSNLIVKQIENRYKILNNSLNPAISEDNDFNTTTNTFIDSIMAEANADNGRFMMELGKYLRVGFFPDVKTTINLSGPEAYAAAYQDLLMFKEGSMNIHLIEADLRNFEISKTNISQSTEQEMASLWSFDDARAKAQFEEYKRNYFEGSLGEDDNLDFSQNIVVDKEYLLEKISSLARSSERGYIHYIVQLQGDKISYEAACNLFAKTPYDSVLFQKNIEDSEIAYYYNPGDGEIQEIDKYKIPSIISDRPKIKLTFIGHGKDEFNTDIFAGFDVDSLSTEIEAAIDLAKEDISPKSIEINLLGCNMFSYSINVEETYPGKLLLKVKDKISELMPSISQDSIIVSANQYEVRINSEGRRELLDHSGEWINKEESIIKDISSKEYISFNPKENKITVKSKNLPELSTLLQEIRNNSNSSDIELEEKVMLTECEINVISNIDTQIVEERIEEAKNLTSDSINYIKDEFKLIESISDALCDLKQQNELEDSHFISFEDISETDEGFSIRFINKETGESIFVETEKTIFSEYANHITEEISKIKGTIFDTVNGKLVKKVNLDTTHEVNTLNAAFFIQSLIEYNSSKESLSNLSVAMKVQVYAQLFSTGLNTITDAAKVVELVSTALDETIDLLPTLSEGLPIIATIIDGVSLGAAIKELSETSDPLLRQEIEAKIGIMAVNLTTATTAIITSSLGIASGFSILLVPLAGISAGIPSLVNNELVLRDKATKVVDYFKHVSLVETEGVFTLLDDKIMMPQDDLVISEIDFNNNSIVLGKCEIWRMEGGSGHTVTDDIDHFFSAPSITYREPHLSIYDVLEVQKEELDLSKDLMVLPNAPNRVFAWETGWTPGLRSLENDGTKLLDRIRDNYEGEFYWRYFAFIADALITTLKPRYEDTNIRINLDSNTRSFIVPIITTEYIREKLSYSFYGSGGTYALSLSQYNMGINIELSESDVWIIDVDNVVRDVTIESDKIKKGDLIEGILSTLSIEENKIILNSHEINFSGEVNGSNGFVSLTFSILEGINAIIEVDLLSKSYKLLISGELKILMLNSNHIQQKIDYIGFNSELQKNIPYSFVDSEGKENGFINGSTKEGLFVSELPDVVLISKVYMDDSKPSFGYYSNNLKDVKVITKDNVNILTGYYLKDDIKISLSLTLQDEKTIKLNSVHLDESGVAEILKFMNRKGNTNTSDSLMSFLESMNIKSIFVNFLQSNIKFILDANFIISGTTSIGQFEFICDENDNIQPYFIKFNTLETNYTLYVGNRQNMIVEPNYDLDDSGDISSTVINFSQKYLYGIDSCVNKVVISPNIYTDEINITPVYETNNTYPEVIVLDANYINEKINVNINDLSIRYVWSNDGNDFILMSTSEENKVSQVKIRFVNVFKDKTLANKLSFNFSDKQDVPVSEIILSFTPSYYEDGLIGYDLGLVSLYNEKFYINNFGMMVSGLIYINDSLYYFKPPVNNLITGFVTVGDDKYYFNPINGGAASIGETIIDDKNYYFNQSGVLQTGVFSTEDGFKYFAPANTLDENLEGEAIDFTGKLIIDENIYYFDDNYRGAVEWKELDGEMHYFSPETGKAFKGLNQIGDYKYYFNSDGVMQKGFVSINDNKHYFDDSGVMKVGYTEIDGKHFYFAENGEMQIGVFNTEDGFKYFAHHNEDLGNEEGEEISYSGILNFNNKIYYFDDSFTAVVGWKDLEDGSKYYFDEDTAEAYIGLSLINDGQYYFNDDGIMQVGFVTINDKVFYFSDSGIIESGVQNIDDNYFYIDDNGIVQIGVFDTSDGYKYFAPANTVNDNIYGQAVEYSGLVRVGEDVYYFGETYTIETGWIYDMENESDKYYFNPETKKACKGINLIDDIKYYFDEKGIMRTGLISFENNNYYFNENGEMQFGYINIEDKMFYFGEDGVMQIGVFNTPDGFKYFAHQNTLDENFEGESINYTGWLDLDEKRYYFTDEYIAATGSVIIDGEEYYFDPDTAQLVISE
Starred values were filed as active, the others as inactive. The list is partial. The share of hits here may be higher or lower than overall.

nr	canonical_smiles	TcdB inh
1	C[C@H](CO)N1C[C@H](C)[C@@H](CN(C)CC2CC2)OCCCC[C@H](C)Oc2ccc(NS(C)(=O)=O)cc2C1=O	0.3
2	CNC(=O)C[C@H]1CC[C@@H]2[C@H](COC[C@H](O)CN2Cc2ccc(Cl)c(Cl)c2)O1	-6.9
3	COc1ccc2c3c(n(C)c2c1)[C@@H](CO)N(C(=O)C1CCCC1)CC31CN(C(=O)Nc2cccc(F)c2)C1	-1.8
4	CCN(C[C@@H]1[C@@H](c2ccccc2)[C@@H](CO)N1S(C)(=O)=O)C(=O)C1CC1	-3.0
5	COc1ccc(S(=O)(=O)Nc2ccc3c(c2)OC[C@@H](C)N(Cc2cc(F)ccc2F)C[C@@H](C)[C@H](OC)CN(C)C3=O)cc1	0.2
6	O=C(C[C@@H]1C[C@@H]2c3cc(NC(=O)Nc4ccccc4F)ccc3O[C@@H]2[C@@H](CO)O1)NCc1ccc(Oc2ccccc2)cc1	1.8
7	CC(C)C(=O)Nc1ccc2c(c1)C(=O)N(C)[C@@H]1CC[C@H](CC(=O)Nc3ccccc3)O[C@@H]1CO2	0.2
8	CO[C@@H]1CN(C)C(=O)c2cc(NC(=O)C3CC3)ccc2OC[C@H](C)N(Cc2cccc(F)c2)C[C@@H]1C	0.0
9	CN(C)c1ccc2c(c1)[C@@H]1C[C@@H](CC(=O)NCc3ccc(Cl)cc3)O[C@H](CO)[C@@H]1O2	-43.6
10	C[C@@H]1CCCCO[C@H](CN(C)CC2CCCCC2)[C@H](C)CN([C@H](C)CO)C(=O)c2cc(NC(=O)Nc3ccc4c(c3)OCO4)ccc2O1	-0.5
11	C[C@@H]1CN([C@@H](C)CO)C(=O)c2cc(NS(=O)(=O)c3ccc(Cl)cc3)ccc2O[C@@H]1CN(C)C(=O)Nc1ccc(F)cc1	1.2
12	COCC(=O)N1[C@@H](CO)[C@@H]2c3ccccc3N(C(=O)Nc3cc(F)ccc3F)C[C@@H]21	1.0
13	C[C@@H]1CCCCO[C@H](CN(C)C(=O)Nc2ccccc2)[C@@H](C)CN([C@@H](C)CO)C(=O)c2cc(NS(=O)(=O)c3cccs3)ccc2O1	-0.2
14	Cc1ccc(-c2cnc3c(c2)C(=O)N([C@H](C)CO)C[C@@H](C)[C@H](CN(C)C(=O)Cc2cccnc2)O3)cc1	1.0
15	O=C(C[C@@H]1CC[C@@H]2[C@H](COC[C@H](O)CN2S(=O)(=O)c2cccc(F)c2)O1)NC1CCC1	0.1
16	COCC(=O)Nc1ccc2c(c1)OC[C@@H](C)N(CCc1ccccc1)C[C@@H](C)[C@@H](OC)CN(C)C2=O	0.8
17	CCCNC(=O)Nc1ccc2c(c1)C(=O)N(C)C[C@@H](OC)[C@H](C)CN(C(=O)C1CCC1)[C@H](C)CO2	0.6
18	CO[C@H]1CN(C)C(=O)c2ccc(NC(=O)Cc3ccccc3)cc2OC[C@@H](C)N(C(C)=O)C[C@@H]1C	-1.9
19	CN1CCN(C(=O)C[C@H]2C[C@H]3c4cc(NC(=O)C5CCC5)ccc4O[C@H]3[C@@H](CO)O2)CC1	-1.0
20	Cc1noc(C)c1NC(=O)N(C)C[C@H]1OCCCC[C@@H](C)Oc2ccc(NC(=O)c3ccncc3)cc2C(=O)N([C@@H](C)CO)C[C@@H]1C	0.7
21	O=C(Cc1ccccn1)NCC[C@@H]1CC[C@@H](NC(=O)Nc2ccccc2)[C@H](CO)O1	-1.1
22	CO[C@H]1CN(C)C(=O)c2ccc(NS(=O)(=O)C3CCCCC3)cc2OC[C@@H](C)NC[C@H]1C	-0.1
23	COc1ccc(C#Cc2cnc3c(c2)C(=O)N([C@H](C)CO)C[C@H](C)[C@H](CN(C)C(=O)Nc2ccccc2)O3)cc1OC	0.2
24	CCCNC(=O)N[C@@H]1CC[C@H](CCn2cc(C3CC3)nn2)O[C@H]1CO	-0.1

Retrieved by compound from above, four records:
nr	canonical_smiles	TcdB inh
20	Cc1noc(C)c1NC(=O)N(C)C[C@H]1OCCCC[C@@H](C)Oc2ccc(NC(=O)c3ccncc3)cc2C(=O)N([C@@H](C)CO)C[C@@H]1C	0.7
17	CCCNC(=O)Nc1ccc2c(c1)C(=O)N(C)C[C@@H](OC)[C@H](C)CN(C(=O)C1CCC1)[C@H](C)CO2	0.6
18	CO[C@H]1CN(C)C(=O)c2ccc(NC(=O)Cc3ccccc3)cc2OC[C@@H](C)N(C(C)=O)C[C@@H]1C	-1.9
24	CCCNC(=O)N[C@@H]1CC[C@H](CCn2cc(C3CC3)nn2)O[C@H]1CO	-0.1

Remaining list, next part:
nr	canonical_smiles	TcdB inh
25	C[C@@H]1CN([C@@H](C)CO)C(=O)c2cc(-c3ccccc3)cnc2O[C@@H]1CN(C)C(=O)c1ccccn1	-1.1
26	CCC(=O)Nc1ccc2c(c1)C(=O)N(C)C[C@H](OC)[C@@H](C)CN(C(=O)NC(C)C)[C@@H](C)CO2	-0.1
27	C[C@H](NC(=O)C[C@@H]1C=C[C@@H](NC(=O)c2cccnc2)[C@H](CO)O1)c1ccccc1	-2.0
28	CCC(=O)Nc1ccc2c(c1)C(=O)N(C)[C@@H]1CC[C@H](CC(=O)N3CCCCC3)O[C@H]1CO2	-0.1
29	CC(C)NC(=O)Nc1ccc2c(c1)C(=O)N([C@@H](C)CO)C[C@H](C)[C@@H](CN(C)C)O2	0.8
30	COCC(=O)N(C)C[C@H]1Oc2cc(-c3ccc(F)cc3)ccc2S(=O)(=O)N([C@H](C)CO)C[C@H]1C	0.5
31	C[C@H](CO)N1C[C@H](C)[C@@H](CN(C)Cc2ccc(Oc3ccccc3)cc2)OCc2ccccc2-c2ccccc2C1=O	1.4
32	N#C[C@H]1[C@@H](c2ccccc2)[C@H](CO)N1S(=O)(=O)c1ccc(F)cc1	0.8
33	O=C(C[C@H]1CC[C@H](NS(=O)(=O)c2ccc(F)cc2)[C@H](CO)O1)NCc1ccc(Cl)c(Cl)c1	0.1
34	C[C@@H]1CCCCO[C@@H](CN(C)S(=O)(=O)c2ccccc2)[C@@H](C)CN([C@@H](C)CO)C(=O)c2cc(NC(=O)Cc3ccccc3)ccc2O1	-0.3
35	C[C@@H]1CN([C@H](C)CO)C(=O)c2cc(NS(=O)(=O)c3cccs3)ccc2O[C@H]1CN(C)C(=O)NC1CCCCC1	-0.3
36	CS(=O)(=O)N1[C@H](CO)[C@@H](c2ccccc2)C12CN(Cc1ccccn1)C2	-2.7
37	C[C@@H]1CN([C@H](C)CO)S(=O)(=O)c2ccc(-c3cccnc3)cc2O[C@H]1CN(C)CC1CC1	0.3
38	COc1ccccc1-c1ccc([C@H]2[C@@H](CO)N3CCCCN(C(=O)NC4CCCC4)C[C@H]23)cc1	-0.1
39	C[C@@H]1CN([C@@H](C)CO)C(=O)CCCn2nncc2CO[C@@H]1CN(C)Cc1ccc(Cl)c(Cl)c1	0.1
40	C[C@H]1CN([C@@H](C)CO)S(=O)(=O)c2ccc(-c3cccc(F)c3)cc2O[C@@H]1CN(C)C(=O)c1cccc(F)c1	1.8
41	Cc1noc(C)c1NC(=O)N(C)C[C@H]1OCCCC[C@@H](C)Oc2ccc(NS(=O)(=O)c3ccc(Cl)cc3)cc2C(=O)N([C@@H](C)CO)C[C@@H]1C	-7.2
42	C[C@H]1CN([C@@H](C)CO)C(=O)c2cc(NC(=O)CCN3CCOCC3)ccc2O[C@H]1CN(C)S(=O)(=O)c1cn(C)cn1	-0.8
43	C[C@@H]1CCCCO[C@@H](CN(C)C(=O)Nc2cccc3ccccc23)[C@H](C)CN([C@@H](C)CO)C(=O)c2cc(NC(=O)Nc3cccc4ccccc34)ccc2O1	0.4
44	CS(=O)(=O)N1CC(=O)N2[C@H](C1)[C@@H](c1ccc(Br)cc1)[C@@H]2CO	0.2
45	C[C@@H]1CN([C@H](C)CO)C(=O)c2cc(NC(=O)Cn3cnnn3)ccc2O[C@@H]1CN(C)Cc1ccc(C(F)(F)F)cc1	0.9
46	COCC(=O)Nc1ccc2c(c1)C(=O)N(C)[C@H]1CC[C@@H](CC(=O)Nc3ccccc3)O[C@@H]1CO2	0.6
47	C[C@@H]1CN([C@@H](C)CO)C(=O)c2cc(C3=CCCC3)cnc2O[C@@H]1CN(C)C(=O)c1ccccc1	1.8
48	COc1ccc(S(=O)(=O)N(C)C[C@H]2OCCCC[C@H](C)Oc3ccc(NS(=O)(=O)c4ccccc4)cc3C(=O)N([C@@H](C)CO)C[C@@H]2C)cc1	1.2

Given as labelled records: part of the list above.
(34) C[C@@H]1CCCCO[C@@H](CN(C)S(=O)(=O)c2ccccc2)[C@@H](C)CN([C@@H](C)CO)C(=O)c2cc(NC(=O)Cc3ccccc3)ccc2O1
  TcdB inh: -0.3
(35) C[C@@H]1CN([C@H](C)CO)C(=O)c2cc(NS(=O)(=O)c3cccs3)ccc2O[C@H]1CN(C)C(=O)NC1CCCCC1
  TcdB inh: -0.3

The list goes on:
nr	canonical_smiles	TcdB inh
49	COCC(=O)N(C)C[C@@H]1Oc2ncc(-c3cccc(OC)c3)cc2C(=O)N([C@H](C)CO)C[C@@H]1C	1.2
50	COc1cccc(NC(=O)N(C)C[C@H]2Oc3ncc(C#Cc4cccnc4)cc3C(=O)N([C@H](C)CO)C[C@H]2C)c1	-0.9
51	C[C@@H](NC(=O)C[C@H]1C[C@@H]2c3cc(NC(=O)c4ccc5c(c4)OCO5)ccc3O[C@@H]2[C@@H](CO)O1)c1ccccc1	-1.9
52	C[C@@H]1CN([C@H](C)CO)C(=O)c2cc(-c3ccccc3)cnc2O[C@H]1CN(C)Cc1cccnc1	1.0
53	C[C@H](CO)N1C[C@H](C)[C@H](CN(C)C)OCCCC[C@H](C)Oc2ccc(N(C)C)cc2C1=O	-19.0
54	COC(=O)C[C@H]1CC[C@H]2[C@H](COc3ccc(NC(=O)Nc4ccccc4C)cc3C(=O)N2C)O1	1.3
55	C[C@@H]1CN([C@@H](C)CO)C(=O)Cc2cc(NC(=O)CCN3CCOCC3)ccc2O[C@H]1CN(C)S(C)(=O)=O	1.2
56	NC(=O)[C@@H]1[C@H]2C(=O)O[C@H](c3ccccc3)[C@H](c3ccccc3)N2[C@H](c2ccccc2OCCO)[C@@]12C(=O)Nc1ccc(C#CCCO)cc12	-0.2

As entered above.
Reading of compound 38 under TcdB inh: -0.1
Reading of compound 41 under TcdB inh: -7.2
Reading of compound 49 under TcdB inh: 1.2
Reading of compound 20 under TcdB inh: 0.7
Reading of compound 3 under TcdB inh: -1.8

New compounds follow:
nr	canonical_smiles	TcdB inh
57	O=C(C[C@H]1CC[C@H](NC(=O)NC2CCCC2)[C@@H](CO)O1)NCc1ccc(F)cc1	0.7
58	C[C@@H]1CN([C@H](C)CO)S(=O)(=O)c2ccc(C#CC(C)(C)O)cc2O[C@H]1CN(C)CC1CC1	0.3
59	Cc1ccc(-c2ccc([C@@H]3[C@H](CO)N4CCCCN(Cc5cncnc5)C[C@@H]34)cc2)cc1	-0.1
60	C[C@@H]1CN([C@H](C)CO)C(=O)Cc2cc(NC(=O)C3CC3)ccc2O[C@H]1CN(C)Cc1ccccc1	-0.5
61	C[C@@H]1CCCCO[C@@H](CN(C)Cc2ccc(C(F)(F)F)cc2)[C@@H](C)CN([C@@H](C)CO)C(=O)c2cc(NS(=O)(=O)c3ccccc3)ccc2O1	0.2
62	CO[C@H]1CN(C)C(=O)c2cc(NC(=O)NC(C)C)ccc2OC[C@H](C)N(Cc2ccc(-c3ccccn3)cc2)C[C@H]1C	0.2
63	CO[C@H]1CN(C)C(=O)c2ccc(NC(=O)Nc3cccc(F)c3)cc2OC[C@H](C)N(C(=O)Nc2c(C)noc2C)C[C@H]1C	0.0
64	CCCNC(=O)Nc1ccc2c(c1)C(=O)N(C)C[C@@H](OC)[C@@H](C)CN(Cc1cccnc1)[C@@H](C)CO2	-0.1
65	CC(=O)N1C[C@H]2[C@@H](c3ccccc31)[C@@H](CO)N2C(=O)Nc1ccc(F)cc1	1.3
66	COc1ccc(NC(=O)Nc2ccc3c(c2)C(=O)N([C@H](C)CO)C[C@H](C)[C@@H](CN(C)C(=O)Nc2ccc(F)cc2)OCCCC[C@H](C)O3)cc1	1.3
67	CC(C)C#Cc1cnc2c(c1)C(=O)N([C@H](C)CO)C[C@H](C)[C@H](CN(C)C(=O)c1cnccn1)O2	-3.2
68	COc1ccc(S(=O)(=O)N(C)C[C@@H]2OCCCC[C@@H](C)Oc3ccc(NS(=O)(=O)c4ccc(C)cc4)cc3C(=O)N([C@@H](C)CO)C[C@@H]2C)cc1	1.2
69	CCC(=O)Nc1ccc2c(c1)C(=O)N(C)C[C@@H](OC)[C@@H](C)CN(CC1CC1)[C@@H](C)CO2	2.0
70	Cc1ccc(S(=O)(=O)Nc2ccc3c(c2)C(=O)N([C@@H](C)CO)C[C@@H](C)[C@@H](CN(C)Cc2ccncc2)OCCCC[C@H](C)O3)cc1	0.0
71	C[C@H]1CN([C@@H](C)CO)C(=O)c2cc(NC(=O)NC3CCCCC3)ccc2O[C@@H]1CN(C)Cc1ccc(C(F)(F)F)cc1	0.3
72	Cc1ccc(S(=O)(=O)N(C)C[C@@H]2Oc3c(NC(=O)CCCCCC(=O)Nc4ccccc4N)cccc3C(=O)N([C@H](C)CO)C[C@H]2C)cc1	0.4
73	Cc1ccc(S(=O)(=O)Nc2cccc3c2O[C@H](CN(C)Cc2ccncc2)[C@H](C)CN([C@H](C)CO)C3=O)cc1	0.1
74	C[C@@H]1CCCCO[C@@H](CN(C)S(C)(=O)=O)[C@H](C)CN([C@H](C)CO)C(=O)c2cc(NC(=O)Cc3ccccc3)ccc2O1	0.9
75	Cn1cnc(S(=O)(=O)N2CC[C@@H]3[C@@H](CO)Nc4ccc(-c5ccccc5)cc4[C@@H]32)c1	4.8
76	O=C(c1ccccc1F)N1CC[C@@H]2[C@H](CO)Nc3ccc(C#Cc4ccccc4)cc3[C@@H]21	0.1
77	C[C@H]1CN([C@@H](C)CO)C(=O)c2ccccc2-c2ccccc2CO[C@H]1CN(C)C(=O)CCC(F)(F)F	-0.9
78	C[C@H](NC(=O)C[C@H]1C=C[C@H](NC(=O)C2CC2)[C@H](CO)O1)c1ccccc1	-1.0
79	Cc1cc(C(=O)Nc2cccc3c2O[C@H](CN(C)S(C)(=O)=O)[C@@H](C)CN([C@H](C)CO)C3=O)n(C)n1	0.5
